High-throughput results as filed in PubChem.
TR SRC2 fluor cs: Total Fluorescence Counterscreen for Inhibitors of the Interaction of Thyroid Hormone Receptor and Steroid Receptor Coregulator 2. Potency, µM (highest dose often 106 µM), for the others: at the highest dose fluorescence change, negative = quenching. 280,000 compounds, 0.29% hits. AID 1479, 2009. TRb/SRC2 Texas Red total fluorescence interference; active means well fitted curve in either direction with a large enough effect; inconclusive means small, poorly fitted or top-dose-only effect
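Human TRb ligand-binding domain at 0.6 uM with 20 nM Texas Red SRC2 peptide in Tris buffer containing 1 uM T3 and 5% DMSO, incubated with compound 5 h at ambient temperature. Total fluorescence (555/632 nm) calculated as parallel + 2 × perpendicular.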
RGS12 GoLoco inh: qHTS Assay for Inhibitors of RGS12 GoLoco Motif Activity (Red Fluorophore); Guanine nucleotide-binding protein G(i) subunit alpha-1 (Homo sapiens), P63096; Gai1:RGS12 GoLoco peptide FP, rhodamine, 10 min; Potency, µM (top dose mostly 61.6 µM), for inactives: at the highest dose activity, negative = inhibition, actives largely listed as inhibitors; 230,000 compounds, 0.44% hits; active means well fitted inhibition curve with a large enough effect, not every such curve was filed as active; inactive means no such curve, though single readings can be large or run the other way; further: nearly all actives have a fitted effect of over 30% in size; many of its hits are not listed in these tables
Target sequence (P63096 whole entry, looked up): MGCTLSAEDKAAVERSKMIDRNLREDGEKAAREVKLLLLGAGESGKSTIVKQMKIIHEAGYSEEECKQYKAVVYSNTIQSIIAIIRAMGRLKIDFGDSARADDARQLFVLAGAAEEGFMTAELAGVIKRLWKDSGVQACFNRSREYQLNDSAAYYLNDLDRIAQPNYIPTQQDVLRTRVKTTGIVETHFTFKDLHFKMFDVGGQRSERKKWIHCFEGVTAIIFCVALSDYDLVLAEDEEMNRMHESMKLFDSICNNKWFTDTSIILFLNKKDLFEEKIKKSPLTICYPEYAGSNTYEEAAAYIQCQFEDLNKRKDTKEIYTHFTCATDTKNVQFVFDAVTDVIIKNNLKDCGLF
L3MBTL1 block: qHTS Assay for the Inhibitors of L3MBTL1. AID 485360, 2010. Potency, µM (doses to about 57.1 µM), for inactives: at the top dose activity, negative = inhibition, usual class: inhibitors. AlphaScreen L3MBTL1–H3K9me1 peptide binding. 230,000 compounds, 0.66% hits; further: nearly all actives have a fitted effect of over 60% in size
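L3MBTL1 50 nM + b-AHA-H3(1-15)K9me1 75 nM, 30 min RT; compound added, 30 min RT; streptavidin donor/Ni-chelate acceptor beads 10 ug/mL each final, 30 min RT dark; AlphaScreen read.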
RECQ1 helicase: qHTS Assay for Inhibitors of RecQ-Like Dna Helicase 1 (RECQ1); 240,000 compounds, 0.54% hits; Potency, µM (series often up to 57.3 µM), for the others: top-dose activity, negative = inhibition, usual class: inhibitors; RECQ1 DNA unwinding, red fluorescence kinetic read; ATP-dependent DNA helicase Q1 (Homo sapiens), P46063;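 further: plate controls were vehicle for no effect and no enzyme for full effect; nearly all actives have a fitted effect of over 30% in size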
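RECQ1T1 50 nM; forked duplex (20 bp + 30-nt ss tails) 200 nM, ATP 2 mM final; pH 8.0, 2 mM MgCl2, 2.5 ug/ml poly(dI-dC); 15 min compound preincubation; discontinuous kinetic read over 2 h at RT.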
TRb-SRC2 inh: qHTS for Inhibitors of the Interaction of Thyroid Hormone Receptor and Steroid Receptor Coregulator 2 | 280,000 compounds, 0.065% hits | TRbeta-SRC2 peptide binding, fluorescence polarization; receptor liganded with 1 µM T3 | Potency, µM (top dose mostly 106 µM), for the others: at the highest dose activity change, negative = inhibition, usual class: inhibitors;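 further: plate controls were bound peptide for no effect and peptide without receptor for full effect; nearly all actives have a fitted effect of over 50% in size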
Target sequence (P10828 whole entry, looked up): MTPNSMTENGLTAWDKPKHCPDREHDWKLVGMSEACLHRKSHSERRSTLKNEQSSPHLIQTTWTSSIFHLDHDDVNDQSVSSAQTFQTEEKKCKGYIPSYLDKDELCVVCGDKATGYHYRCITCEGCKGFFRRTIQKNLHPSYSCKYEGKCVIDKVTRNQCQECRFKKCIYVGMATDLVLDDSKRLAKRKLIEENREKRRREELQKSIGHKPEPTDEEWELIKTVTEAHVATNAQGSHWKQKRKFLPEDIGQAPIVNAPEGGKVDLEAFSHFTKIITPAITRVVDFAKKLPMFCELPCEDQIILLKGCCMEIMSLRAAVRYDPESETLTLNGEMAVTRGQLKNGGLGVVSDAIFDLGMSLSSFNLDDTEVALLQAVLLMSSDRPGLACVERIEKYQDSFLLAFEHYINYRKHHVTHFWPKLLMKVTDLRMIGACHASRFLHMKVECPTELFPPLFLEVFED
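Human TRb ligand-binding domain (0.6 uM) is mixed with 20 nM Texas Red SRC2 peptide and 1 uM T3; after compound addition and 5 hr at ambient temperature, polarization is measured and normalized to unbound and bound controls.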
Tau fibril FP: qHTS for Inhibitors of Tau Fibril Formation, Fluorescence Polarization | 280,000 compounds, 0.39% hits | Potency, µM (top dose mostly 57.7 µM), for the others: at the top dose activity, negative = inhibition, actives largely listed as inhibitors | K18 P301L tau heparin fibrillization, Alexa594 FP, 6 h | AID 1468, 2008; further: nearly all actives have a fitted effect of over 55% in size
Target sequence (P10636 561-689 P618L limits assumed): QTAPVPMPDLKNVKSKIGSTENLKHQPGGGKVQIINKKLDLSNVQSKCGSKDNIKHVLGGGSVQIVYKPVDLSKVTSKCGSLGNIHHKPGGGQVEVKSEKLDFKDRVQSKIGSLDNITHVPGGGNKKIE
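Heparin (20 uM) drove fibril formation of recombinant tau K18 P301L, 15 uM unlabeled with 0.24 uM Alexa 594 label, for 6 hr at 37 C in 100 mM sodium acetate pH 7. Fluorescence polarization (555/632 nm) read 1 hr after 30 uM ThT.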
Tau fibril ThT: qHTS for Inhibitors of Tau Fibril Formation, Thioflavin T Binding; AID 1460, 2008; Potency, µM (series often up to 57.4 µM), without a hit: at the top dose activity, negative = inhibition, most hits filed as inhibitors; recombinant tau K18 P301L, heparin-induced fibrillization, ThT fluorescence; 270,000 compounds, 2.1% hits; further: nearly all actives have a fitted effect of over 55% in size
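Using a mix of unlabeled (15 uM) and Alexa 594-labeled (0.24 uM) tau K18 P301L, heparin-triggered fibrillization over 6 hr at 37 C was scored by ThT fluorescence.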
KDM4E inh: qHTS Assay for Inhibitors of Human Jumonji Domain Containing 2E (JMJD2E). Potency, µM (doses to about 57.1 µM), without a hit: top-dose activity change, negative = inhibition, usual class: inhibitors. Lysine-specific demethylase 4E (Homo sapiens), B2RXH2. 230,000 compounds, 1.6% hits. JMJD2E catalytic domain, FDH-coupled NADH fluorescence (FDH is formaldehyde dehydrogenase); active means well fitted inhibition curve with a large enough effect, not every such curve was filed as active; inconclusive means small, poorly fitted or top-dose-only effect, or another doubt; inactive means no such curve, though single readings can be large or run the other way;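 further: 0% = wells with enzyme and -100% = buffer wells without enzyme; nearly all actives have a fitted effect of over 50% in size; many of its hits are not listed in these tables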
An asterisk follows results filed as active; i = inactive; u = inconclusive; x = no result given; & = joins results of further samples; [ ] = dose if it differs, or a comment. Unless noted, the call rests on the fitted dose curve; in most records, active means well fitted curve in the direction sought with a large enough effect; inconclusive means small, poorly fitted or top-dose-only effect, or another doubt; inactive means no such curve, though single readings can be large; an effect the other way counts as inactive or inconclusive. Unless noted, on the % scale 0 is the no-effect control and ±100 the full control effect; potency means the concentration at half of the fitted maximal effect.

Values in the order – TR SRC2 fluor cs | RGS12 GoLoco inh | L3MBTL1 block | RECQ1 helicase | TRb-SRC2 inh | Tau fibril FP | Tau fibril ThT | KDM4E inh
- O=C(CN1CCCCCC1)N1c2ccccc2Sc2ccc(C(F)(F)F)cc21
  -1% | 1% | 8% | -14% | -4% | 12% | -16% | -6%
- Cc1ccc(C(=O)NNC(=O)CSc2n[nH]c(-c3cccnc3)n2)cc1
  -1% | 93%[activator] | 19% | -1% | 2% | -3% | 3% | 1%
- COc1ccc(CC(=O)N2CC(=O)N(CCc3ccccc3)C(=O)C2)cc1
  -5% | 5% | 6% | -19% | 3% | -2% | -3% | -10%
- CCCc1cc(=O)oc2c(CN3CCOCC3)c(O)ccc12
  1% | -4% | 1% | -14% | -9% | -1% | -2% | u
- CCOC(=O)c1[nH]c(C)c(C(=O)Nc2cc(OC)ccc2OC)c1C
  -1% | 17% | -10% | 3% | -2% | 6% | -9% | 10%
- CCCNC(=O)Cn1nc(-c2ccc(C)cc2)c2cnc3ccc(CC)cc3c21
  -28% | x | x | x | 9% | -14% | u | x
- COc1ccc(-n2c(Cc3cccn3C)nnc2SCC(=O)Nc2nc(C)cs2)cc1
  -1% | 7% | -14% | -6% | 10% | 3% | -2% | 3%
- c1ccc(-c2nc(NCc3cccnc3)c3ccccc3n2)cc1
  -1% | 47%[activator] | -3% | -11% | 11% | -11% | 14% | -4%
- CC1=C/C(=N\NC(=O)c2ccccc2)CC1
  -1%[53 µM] | -4% | 16% | 5% | -5%[53 µM] | 0% | 9% | 4%
- COc1ccc2no[n+]([O-])c2c1
  -2% | -10% | -11% | -17% | 2% | -7% | -22% | 2%
- CC(C)(C)NCC(O)(c1ccc(Cl)cc1)c1ccc(Cl)cc1
  0% | 1% | 25% | -2% | -3% | -6% | -2% | 7%
- CC(C)c1ccc(C(C(=O)NC2CCCCC2)N(C(=O)c2ccccn2)c2cccnc2)cc1 (centres undefined)
  -6% | 1% | 63%[activator] | -1% | -9% | 4% | 2% | -5%
- CCc1c(C)sc(NC(=S)N2CCN(S(C)(=O)=O)CC2)c1C(=O)OC
  -2% | 0% | -2% | -1% | 4% | -7% | -9% | 7%
- O=C(/C=C/c1cccnc1)c1cc(F)ccc1O
  -1% | -3% | -15% | -14% | 3% | 14% | -5% | 2%
- CCc1cc2c(=O)c(-c3nc(C)cs3)c(CCCC(=O)O)oc2cc1O
  -1%[53 µM] | 21% | 1% | -18% | 8%[53 µM] | -6% | -6% | u
- COc1ccc(S(=O)(=O)NC2(C(F)(F)F)NC(=O)N(CCc3ccc(OC)c(OC)c3)C2=O)cc1 (centres undefined)
  0% | x | x | x | -3% | 0% | 10% | x
- Cc1ccccc1Nc1c(-c2cc(Br)ccc2F)nc2ccccn12
  3.2µM*[quencher] | x | x | x | -4% | -4% | -8% | x
- N/C(=N\OC(=O)CCCOc1ccccc1)c1ccncc1
  -4% | -5% | 2% | i | -4% | -2% | 3% | -2%
- CC1=NN(C(=O)CSCc2ccccc2)C(O)(c2ccc(F)cc2)C1 (centres undefined)
  2% | 10% | -6% | i | -9% | 0% | -4% | 0%
- Fc1ccc(F)c(NC(=S)NCCc2ccccc2)c1
  -3% | 5% | 2% | -11% | 10% | -13% | -4% | -8%
- CCN1C(=O)[C@H]2[C@H]3[C@H](O)[C@H](O)C/C(=N/OC/C=C(\C)CCC=C(C)C)[C@H]3CC[C@@H]2C1=O
  -1%[11.2 µM] | x | x | i[11.5 µM] | 2%[11.2 µM] | -4%[11.6 µM] | -2%[11.5 µM] | x
- COc1ccc(/C=C2\SC(=O)N(CCn3cnnn3)C2=O)cc1
  1% | 1% | 0% | 1% | 2% | 2% | -13% | -11%
- O=C(Nc1nnc(-c2ccc(Cl)s2)o1)C1CC1
  -2% | -37% | x | 0% | 10% | 2% | 5% | -1%
- O=P(O)(c1ccccc1)c1ccccc1O
  0% | 2% | 4% | -4% | -9% | 8% | -2% | 3%
- CCOc1cc(C2NC(=O)N(C)C(C)=C2C(=O)OC)cc(Br)c1O (centres undefined)
  0% | 20% | 2%[11.4 µM] | 6% | 4% | 7% | u | -2%
- CCn1cc(C(=O)NCc2ccc3c(c2)OCO3)c(=O)c2cc(S(=O)(=O)N3CCOCC3)ccc21
  0% | 11% | -2% | -11% | 6% | 6% | -12% | -27%
- Cn1cnc([N+](=O)[O-])c1Sc1ncnc2nc[nH]c12
  -3% | -14% | 15% | -4% | 3% | -15%&-6%&-4% | u | -7%
- COC(=O)Cn1cc(C(=O)OC)cc(Br)c1=O
  -2% | 0% | -1% | -10% | 7% | 4% | -1% | -8%
- CS(=O)(=O)N1CCN(c2ccc(NC(=O)C(c3ccccc3)c3ccccc3)cc2)CC1
  -2% | 13% | -5% | 0% | -4% | 12% | -19% | 11%
- CC(C)CNC(=O)c1cc(-c2ccco2)on1
  -1% | -1% | 0% | -2% | 1% | -4% | -5% | -8%
- O=C1C(=O)c2ccccc2C([O-])=C1[n+]1ccccc1
  -2% | -4% | 0% | -2% | 1% | -10% | u | -10%
- Cc1ccc(C(=O)N[C@@H](C)CN2C3=NC[C@H](C)N3C[C@H]2Cc2ccc(O)cc2)cc1Br
  -1% | 7% | x | i | -2% | 2% | -7% | 2%
- Cc1cc(C)cc(NS(=O)(=O)c2ccc3[nH]c(=O)[nH]c3c2)c1
  1% | 12% | 21% | 1% | -9% | 0% | 3% | 4%
- Cc1oc(C(C)(C)C)cc1-c1cc(NC(=O)c2ccc([N+](=O)[O-])cc2)n[nH]1
  0% | 1% | 6% | -3% | -1% | 3% | u | 5%
- Cc1ccc(-n2c(=O)c3sccc3n(CC(=O)NC3CCCCC3)c2=O)cc1
  -1% | 0% | x | -10% | 0% | 1% | -12% | -3%
- Cc1c(-c2cccc(NC(=O)Nc3ccccc3)c2)nc2ncccn12
  2% | x | x | x | -1% | u | u | x
- N#CN=C1CCCCCN1CC(N)=O
  2% | -3% | 10% | -11% | 4% | 2% | 11% | 5%
- Nc1nc(CN2CCN(Cc3ccc4c(c3)OCO4)CC2)nc(Nc2ccccc2)n1
  -1% | -2% | -22% | -6% | -9% | 5% | -1% | -10%
- Cc1cc(NC(=O)CCCSc2nc(-c3ccco3)cc(C(F)(F)F)n2)n(-c2ccccc2)n1
  1% | 70%[activator] | -24% | 8% | 0% | 8% | 7% | 0%
- CCOC(=O)C1=C(C)Nc2ccc(C)cc2S1
  -3% | 3% | -8% | -13% | -3% | -8% | 16µM* | 3%
- O=C(COc1ccc2ccccc2c1)N1CCN(C(=O)c2cccnc2)CC1
  -1% | 7% | -11% | -6% | -8% | 3% | -3% | -9%
- O=C(NC(=S)NCCCN1CCOCC1)c1ccc(Br)cc1
  -1% | 7% | -11% | -4% | 8% | 7% | -2% | -2%
- C=CCn1c(SCC(=O)N2CCN(C(=O)c3ccco3)CC2)nc2sc(CC)cc2c1=O
  0% | 9% | 1% | i | -10% | 11% | -7% | -1%
- COc1ccc(OC)c(S(=O)(=O)Nc2cccc(-c3ccc(N4CCCCCC4)nn3)c2)c1
  -17% | x | x | x | 7% | -7% | 1% | x
- Cc1cccc(OCC(=O)NNC(=O)CCc2ccccc2)c1
  -4% | 8% | 11% | i | -1% | 8% | -2% | 7%
- Cc1c(NC(=O)c2cc(-c3ccc(O)cc3)on2)c(=O)n(-c2ccccc2)n1C
  -5%&4% | 0% | 4% | -8% | -5%&-4% | -3%&5% | -11%&7% | 7%
- Cc1oc2c(c1C(=O)c1ccccc1)C(=O)C(=O)c1ccccc1-2
  0% | 5% | u | -9% | u | u | 7.9µM* | u
- O=S(=O)(NCCC1=CCCCC1)c1cccc(S(=O)(=O)N2CCOCC2)c1
  1% | x | -7% | -10% | 5% | -8% | -3% | 4%
- COc1ccc(CNC(=O)C2CSCCS2)cc1 (centres undefined)
  -2% | x | 1% | i | 3% | -8% | -18% | -1%
- O=C(Nc1ccccc1-c1nnc(SCc2ccccc2Cl)o1)c1ccccc1
  2% | -4% | 3% | -18% | -2% | -15% | -6% | u
- O=C(CSc1nnc(-c2ccc(Cl)cc2)c(-c2ccc(Cl)cc2)n1)NC1CCCC1
  0% | x | x | x | 3% | -5% | 5% | x
- CCCCC(=O)Nc1ccc(NC(=S)NC(=O)c2ccco2)cc1OC
  -1% | 3% | -5% | i | -3% | 9% | u | 0%
- O=C(NCc1nnc(SCC(=O)N2CCOCC2)o1)c1cccs1
  -8% | 11% | x | -3% | -4% | -2% | 2% | -14%
- CCCc1ccc(Oc2c(-c3ccc(O)c(C)c3O)n[nH]c2C)cc1
  1% | -2% | -4% | -4% | 5% | u | 28µM* | 0%
- CCCOc1ccc(OCCN2CCCC(C)C2)cc1 (centres undefined)
  -1% | -5% | -17% | 2% | -11% | -3% | 1% | u
- CCOC(=O)c1ccc(N=Nc2c(C)c(C#N)c(O)[nH]c2=O)cc1
  -2% | 0% | x | -8% | 10% | -5% | 1.4µM* | 5%
- COc1ccccc1Nc1ncnc2scc(-c3ccc(F)cc3)c12
  -3% | x | x | x | 5% | -12% | -9% | x
- CCOC(=O)C1CCCN(C(=O)c2ccc3c(c2)N(Cc2ccccc2F)C(=O)c2ccccc2S3=O)C1 (centres undefined)
  -1% | x | x | x | -1% | -1% | -9% | x
- O=C(NCc1ccncc1)C1CCCCC1
  -3% | -11% | x | 6% | -4% | 3% | 0% | 1%

An excerpt; rates above refer to the full screens.
